From PubChem
NOD2-RIPK2 inh: inhibitors of human NOD2-RIPK2 interaction; O43353; CHO BLA complementation NOD2-RIPK2, CCF4 ratio; inhibition, % at 4.98 µM; actives 0.38% (n = 360,000); AID 624267; in the data active = inhibition above about 21%;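 also: 0% = vehicle only and 100% = reference blocker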
TLR9-MyD88 inh: inhibitors of human TLR9-MyD88 binding; actives 0.21% (n = 340,000); AID 504734; inhibition, % at 4.98 µM; Q9NR96+Q99836; CHO BLA complementation TLR9-MyD88, CCF4 FRET ratio;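 active = inhibition above the mean over all tested compounds plus 3 SD, cut at about 21% in these data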;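 also: 0% = DMSO only wells and 100% = clavulanate BLA inhibitor control wells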
ABCB6 inh 2: blocks the human ABCB6 transporter. Q9NP58. K562-ABCB6 porphyrin accumulation, flow cytometry, 1 h; stronger effect = lower value. fluorescence ratio to DMSO, % at 10 µM. actives 0.19% (n = 360,000). AID 602162;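 active = fluorescence ratio to DMSO below 75%, the collection mean minus 3 SD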;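 also: signal is porphyrin accumulated inside mitochondria; 100% equals median channel fluorescence of DMSO control wells; lower ratio means ABCB6 inhibition with less porphyrin fluorescence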
m5-HT2A agonist: activates the mouse 5-HT2A serotonin receptor | P35363 | CHO-K1 mHTR2A beta-arrestin complementation, luminescence; percent of 30 µM serotonin response | activation, % at 7.6 µM | actives 0.66% (n = 360,000) | AID 624169;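 active = activation above a run cutoff, the mean activation of all tested compounds plus 3 SD, cut at about 14% in these data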;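 also: 0% = plate median of compound wells and 100% = 30 µM serotonin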
ABHD5 PLIN5 PPI: blocks binding of human ABHD5 to perilipin-5 | inhibition, % at 4 µM | Split G. princeps luciferase complementation, luminescence, 4 h | actives 0.78% (n = 360,000) | Q00G26+Q8WTS1;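 active = inhibition above the mean inhibition across every tested compound plus 3 SD, cut at about 22% in these data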;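 also: 0% = DMSO only wells and the 100% control is not disclosed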
Target sequence (Q00G26 whole entry, looked up): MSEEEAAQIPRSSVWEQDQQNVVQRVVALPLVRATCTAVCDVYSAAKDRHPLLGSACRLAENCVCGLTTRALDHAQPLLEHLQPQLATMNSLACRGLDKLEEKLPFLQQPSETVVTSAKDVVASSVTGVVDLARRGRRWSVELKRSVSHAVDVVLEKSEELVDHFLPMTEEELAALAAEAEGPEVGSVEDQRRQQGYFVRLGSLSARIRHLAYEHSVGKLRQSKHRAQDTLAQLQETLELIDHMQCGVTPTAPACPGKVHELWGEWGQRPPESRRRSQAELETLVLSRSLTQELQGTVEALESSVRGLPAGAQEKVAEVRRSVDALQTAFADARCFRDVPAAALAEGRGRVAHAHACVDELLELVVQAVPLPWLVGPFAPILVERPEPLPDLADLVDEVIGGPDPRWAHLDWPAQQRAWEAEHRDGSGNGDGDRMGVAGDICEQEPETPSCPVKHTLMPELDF
Target sequence (Q8WTS1 whole entry, looked up): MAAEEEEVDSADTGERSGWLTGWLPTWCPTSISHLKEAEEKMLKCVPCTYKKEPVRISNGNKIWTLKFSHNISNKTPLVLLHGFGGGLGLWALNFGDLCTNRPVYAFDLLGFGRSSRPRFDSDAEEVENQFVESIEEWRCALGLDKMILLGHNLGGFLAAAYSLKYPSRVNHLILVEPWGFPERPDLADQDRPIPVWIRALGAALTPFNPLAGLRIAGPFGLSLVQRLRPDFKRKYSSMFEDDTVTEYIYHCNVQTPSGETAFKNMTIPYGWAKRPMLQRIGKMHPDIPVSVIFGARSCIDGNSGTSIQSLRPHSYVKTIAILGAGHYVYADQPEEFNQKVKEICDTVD
N-glyco inh: N-linked glycosylation inhibition; D54 ERlucT glycosylation luciferase reporter, 24 h; percent of 100 nM tunicamycin response; reporter increase, % at 12.5 µM; actives 0.23% (n = 360,000); AID 588692;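 active = mean luciferase reporter signal, scaled so untreated is 0 and the glycosylation-blocking control 100, at or above a set limit in every replicate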;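 also: luciferase carries N-glycosylation sites so blocking glycosylation raises the light; 0% = median of neutral control wells and 100% = median of 100 nM tunicamycin wells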
H9c2 protect: modulators protecting cardiomyocytes from myocardial damage; H9c2 cardiomyocytes, H2O2 injury protection, ATPLite, 2 h; protection from H2O2 cell death, % at 20 µM; actives 0.63% (n = 360,000); AID 588492;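 active = compounds giving at least 50% protection of heart cells from peroxide-induced death in the single-dose screen, raw or plate-pattern-corrected value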;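 also: 0% = DMSO wells with peroxide and 100% = DMSO wells without peroxide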
MC4R antagonist: human MC4R antagonism in cAMP assay; MC4R-expressing cells, MTII-stimulated cAMP, LANCE TR-FRET; inhibition, % at 6.5 µM; actives 0.48% (n = 360,000);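 active = inhibition above its plate's cutoff, the mean of tested wells on that plate plus 3 SD, cut at about 29% in these data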;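 also: 0% = Melanotan II alone and 100% = Melanotan II plus saturating MCL0020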
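Assay system: U2OS cells stably expressing human melanocortin 4 receptor (MC4R) / Dosing: 6.5 µM / Timing: compound 30 min, challenge 1 h, detection 1 h / Measured by: Eu-cAMP/anti-cAMP TR-FRET, emission 671 nm / Replicates: singlicate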
MC4R ag barr: agonists of human melanocortin 4 receptor (MC4R) beta-arrestin; U2OS MC4R beta-arrestin complementation, luminescence; percent of melanotan II response, DMSO zero; activation, % at 8.9 µM; AID 540308; actives 0.98% (n = 360,000); P32245;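 active = activation above a per-plate cutoff, the mean activation of sample wells on that plate plus 3 SD, cut at about 8% in these data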
SRC2 inh: human SRC2 (NCOA2) inhibition; Q15596; HEK293 GAL4-SRC2 luciferase reporter, luminescence; inhibition, % at 9 µM; actives 0.17% (n = 370,000); AID 651957;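 active = inhibition above the mean inhibition of all tested compounds plus 3 SD, set per campaign, cut at about 52% in these data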;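 also: 0% = DMSO treated cells and 100% = cells given Gossypol at 36 µM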
The depositor's hits bear a star; . = no result given. Not all compounds are listed, so the mix of outcomes need not match the whole.

SMILES | NOD2-RIPK2 inh | TLR9-MyD88 inh | ABCB6 inh 2 | m5-HT2A agonist | ABHD5 PLIN5 PPI | N-glyco inh | H9c2 protect | MC4R antagonist | MC4R ag barr | SRC2 inh
Cc1ccc(NC(=O)CSc2nnc(CSc3nc(C)cc(C)n3)n2Cc2ccco2)c(C)c1 | -5 | -1 | 94 | 2 | 2 | -3 | 3 | -3 | 0.6 | -28
COCCn1c(SCc2cccc(F)c2)nc2cc(C(=O)OC)ccc2c1=O | -2 | 6 | 99 | 6 | -1 | -4 | -8 | 11 | -0.8 | 4
C/C(CC(=O)Nc1ccccn1)=N\NC(=O)c1ccc([N+](=O)[O-])cc1Cl | -10 | 3 | 97 | 11 | -14 | 1 | -3 | 10 | 1.9 | -39
CC(Oc1ccc(Cl)cc1Cl)C(=O)NCCN1CCOCC1 (centres undefined) | -2 | -2 | 89 | -2 | 3 | -1 | -2 | -3 | -1.8 | -15
CCCC1C(c2ccccc2)C(C#N)(C#N)C2(C#N)CC1(N)NC2=O (centres undefined) | -1 | -6 | 104 | 1 | 6 | 3 | -5 | 5 | 0.8 | 1
O=C(c1ccco1)N1CCN(c2ccc(S(=O)(=O)N3CCCC3)cc2)CC1 | -6 | 0 | 100 | 6 | 5 | 1 | -2 | 14 | -1.4 | -9
c1ccc(-c2nc(N3CCCCCC3)c3ccccc3n2)nc1 | 1 | -17 | 99 | -12 | -1 | -3 | 24 | -2 | -1.6 | 18
Cn1nnnc1Sc1ncnc2scc(-c3cccc(C(F)(F)F)c3)c12 | 9 | 12 | 104 | 0 | 1 | -7 | -9 | 3 | -1.8 | 46
O=C(CSc1c2c(nc3cc(Cl)ccc13)CCCC2)NCCCN1CCOCC1 | 8 | -4 | 99 | -4 | 20 | 10 | -2 | 11 | -1.8 | 5
CC(C(=O)NCCc1ccc(Cl)cc1)n1c(=O)c2cccn2c2cccnc21 (centres undefined) | -11 | -4 | 102 | -5 | 3 | -1 | 4 | -7 | -1.0 | -20
CCOC(=O)c1cc(-c2ccccc2)sc1NC(=O)CN1C(=O)NC(CC)(c2ccccc2)C1=O (centres undefined) | -13 | 3 | 89 | 3 | 0 | -4 | -7 | -1 | 2.6 | 11
O=C(COC(=O)Cn1cnc2ccccc21)Nc1ccc(F)c(F)c1 | -5 | -10 | 102 | 6 | -2 | 1 | -4 | -1 | -1.5 | -8
O=C(N1CCOCC1)C12OC3CC(CC(C3)O1)O2 | -18 | . | 95 | 1 | 6 | 4 | 1 | . | . | -28
COc1ccc(-c2n[nH]c(=S)n2-c2ccc3c(c2)OCCO3)cc1OC | -8 | -8 | 98 | -2 | -4 | 4 | -14 | -1 | -1.9 | -24
CCCN(CC(=O)Nc1cc(C)on1)CC(=O)Nc1ccccc1C | -1 | -10 | 103 | -4 | 2 | 0 | 17 | -4 | -0.6 | 20
CCCCn1c(N)c(NCC)c(=O)[nH]c1=O | -11 | 3 | 101 | 4 | 4 | 2 | -12 | 5 | -1.5 | 5
CCOc1ccc(C(=O)OCC(=O)NC2CCCC2)cc1OCC | 5 | -1 | 101 | -4 | -3 | 3 | 0 | 7 | -1.9 | 18
CCn1cc(C(=O)NNC(=O)c2ccc(Cl)cc2)c(=O)c2ccc(C)nc21 | 1 | 2 | 99 | -3 | -4 | 1 | 3 | 2 | -1.4 | .
COc1cccc(/C=C/C(=O)OCC(=O)N2c3ccccc3CC2C)c1 (centres undefined) | -5 | -4 | 98 | 2 | 1 | -1 | -4 | 1 | -1.2 | -5
O=C(CNCc1ccc(F)cc1)Nc1ccccc1[N+](=O)[O-] | -2 | -4 | 98 | 2 | 0 | 2 | -6 | -4 | -2.0 | -20
C=C(C)COc1ccc2oc(C)c(C(=O)OCCOC)c2c1 | -14 | 7 | 67* | 4 | -12 | 1 | -8 | 1 | -0.1 | -15
CC(C)(C)c1cc(Cc2ccccc2)[nH]n1 | -14 | 7 | 98 | -1 | 7 | -2 | -11 | 0 | -0.9 | -25
C/C(CC(=O)Nc1ccccc1C(F)(F)F)=N\NC(=O)c1cnccn1 | 5 | -10 | 91 | -1 | 7 | 1 | 3 | -6 | -0.2 | -68
CC(=O)Nc1ccccc1NS(=O)(=O)c1ccc(Cl)cc1 | -2 | 0 | 99 | 3 | 0 | -1 | 2 | 10 | -1.4 | -6
CC(C)(C)OC(=O)N1CCC(C(=O)Nc2cccc(C(=O)N3CCOCC3)c2)CC1 | -5 | -5 | 96 | 4 | 2 | 3 | 6 | 3 | -0.7 | 0
O=C(Nc1cc(C(F)(F)F)ccc1Cl)c1ccncc1 | 4 | 2 | 97 | -9 | -1 | 2 | -9 | 4 | 0.4 | 6
CC1CCN(c2c([N+](=O)[O-])nn(-c3ccc4c(c3)OCCO4)[n+]2[O-])CC1 | -6 | 0 | 98 | 0 | -3 | -4 | -3 | 7 | 0.3 | -20
CC(=O)C1=C(O)C2(C)c3c(O)c(C)c(O)c(C(C)=O)c3OC2CC1=O (centres undefined) | -1 | -1 | 102 | 5 | 6 | -3 | -4 | 8 | -0.9 | 15
C[C@@H]1CN([C@H](C)CO)S(=O)(=O)c2ccc(Br)cc2O[C@H]1CN(C)C(=O)Cc1ccccn1 | 1 | -60 | 96 | 3 | 1 | 2 | 8 | 4 | -1.4 | -7
O=C(CCCN1C(=O)/C(=C\c2cccs2)SC1=S)NNC(=O)c1ccncc1 | -3 | 16 | 100 | 1 | -1 | 1 | 4 | -3 | -0.4 | -9
CSCCC(NS(=O)(=O)c1ccccc1F)C(=O)Nc1ccncc1 (centres undefined) | -4 | 0 | 108 | 4 | 0 | 1 | 3 | 4 | -0.1 | -7
CCN(CC(=O)NC(C)C)C(=O)c1ccc(Cl)cc1 | 6 | 3 | 103 | 1 | -1 | 3 | 4 | 5 | -0.1 | -4
COc1cc(OC)c2c(-c3cccc(-c4ccc(O)cc4)c3)cc(=O)oc2c1 | -2 | -1 | 106 | -6 | 9 | 18 | -12 | -12 | -1.3 | 5
Cc1ccc(OCCCC(=O)ON=C(N)c2ccccc2C)cc1 | -8 | -3 | 101 | 0 | -6 | 3 | -3 | 8 | 0.5 | -5
Cc1ccc([N+](=O)[O-])cc1/C=N/Nc1nnnn1-c1ccccc1 | -4 | -6 | 96 | 1 | -5 | -1 | 3 | 14 | 1.8 | 2
O=C1C=C(NCc2ccc(Cl)cc2Cl)C2(CCCCC2)O1 | 5 | -2 | 102 | -1 | 1 | -2 | -6 | 14 | 3.8 | 17
CSc1ccc(C(=S)N2CCN(Cc3ccccc3)CC2)cc1 | 12 | -3 | 100 | -2 | -6 | 0 | -6 | 2 | -2.8 | 31
CN1CCOc2cc(S(=O)(=O)Nc3ccc(F)cc3)ccc21 | -4 | 8 | 100 | 2 | -4 | 0 | -28 | 0 | -0.9 | -6
Fc1ccc(Nc2ncnc3ccccc23)cc1 | -6 | -4 | 95 | -3 | 1 | -4 | -2 | 0 | -1.4 | -4
COc1ccc(CNc2ccncc2)c(OC)c1OC | 1 | -4 | 100 | -3 | 3 | 0 | -2 | 4 | 0.5 | -5
CCCN(CC(=O)Nc1ccccc1C)C(=O)c1ccc(N2CCCC2)c([N+](=O)[O-])c1 | -10 | 3 | 95 | 2 | 2 | 1 | 2 | 10 | -2.5 | 4
Cc1cc(=O)oc2c(C)c(OC(C)C(=O)NC(Cc3c[nH]c4ccc(O)cc34)C(=O)O)ccc12 (centres undefined) | 11 | 1 | 95 | 1 | 6 | -2 | -1 | -3 | 1.5 | -13
CCC(C)[C@H](NC(=O)Nc1ccc(S(N)(=O)=O)cc1)C(=O)OC (some centres undefined) | -9 | 5 | 96 | 0 | 0 | 0 | -1 | 6 | -0.2 | -5
CC(C)C(=O)N[C@@H]1c2ccccc2CC[C@@H]1OCc1ccccc1 | 5 | -6 | 99 | -4 | -14 | -1 | -2 | -4 | -0.3 | -12
COC(=O)c1ccc(C2N=C(c3cccs3)CC(c3ccccc3O)N2)cc1 (centres undefined) | 5 | 6 | 93 | 2 | 5 | 0 | -12 | 0 | 0.4 | -45
CC(=O)C1=C(C)N(CC2CC2)C(=O)N[C@H]1c1cccs1 | 3 | 3 | 97 | 3 | 0 | 2 | 4 | 2 | -0.7 | .
Cc1ccc(COC(=O)CN2C(=O)NC3(CCCCC3C)C2=O)cc1 (centres undefined) | -3 | -5 | 103 | -4 | 3 | 1 | -6 | 11 | -0.2 | -11
Cc1c(NC(=O)Nc2ccccc2)cccc1[N+](=O)[O-] | -3 | 4 | 94 | 2 | 2 | -1 | -2 | -3 | 0.6 | -15
Cc1ccc(SCC(=O)OC(C)C(=O)NC2(C#N)CCCCC2)cc1 (centres undefined) | -4 | 12 | 101 | -7 | 0 | 2 | -8 | 13 | -1.1 | 7
Cc1cc(NCCCN2CCOCC2)n2ncc(-c3ccccc3)c2n1 | -7 | 6 | 106 | -2 | 6 | -7 | -2 | 5 | -0.8 | -52
Cc1cccc(C)c1NC(=O)CNCC(=O)N(C)C | -3 | 2 | 101 | 2 | -2 | 3 | -2 | -6 | -1.9 | 16
O=C(Nc1ccc(O)cc1)c1ccc2c(c1)C(=O)N(Cc1ccco1)C2=O | 5 | -1 | 99 | -3 | -2 | 2 | 7 | -2 | -1.4 | -12
CC(C)(C)N(Cc1ccccc1)C(=O)CSc1ncn[nH]1 | 1 | 3 | 96 | 7 | -3 | -1 | 2 | -2 | 1.1 | 2
CC(=O)N(c1ccc2oc(=O)sc2c1)S(=O)(=O)c1cccc2cccnc12 | -1 | 0 | 99 | 3 | 25* | 2 | 13 | -1 | -1.9 | -10
CCCN(CC(=O)Nc1ccccc1OC)C(=O)c1cc(-c2ccccc2)nn1-c1ccccc1 | -9 | -2 | 99 | -8 | -11 | -5 | -8 | 8 | -2.1 | -5
COc1cc(/C=C2/NC(=O)N(Cc3ccccc3F)C2=O)ccc1Oc1ccc([N+](=O)[O-])cn1 | -2 | -1 | 100 | 6 | 4 | -3 | -6 | 12 | 1.5 | 1

Record cards, as listed above. Screens in order: NOD2-RIPK2 inh | TLR9-MyD88 inh | ABCB6 inh 2 | m5-HT2A agonist | ABHD5 PLIN5 PPI | N-glyco inh | H9c2 protect | MC4R antagonist | MC4R ag barr | SRC2 inh
`COc1cc(/C=C2/NC(=O)N(Cc3ccccc3F)C2=O)ccc1Oc1ccc([N+](=O)[O-])cn1` as listed: -2 | -1 | 100 | 6 | 4 | -3 | -6 | 12 | 1.5 | 1
`Cc1cccc(C)c1NC(=O)CNCC(=O)N(C)C` as listed: -3 | 2 | 101 | 2 | -2 | 3 | -2 | -6 | -1.9 | 16
`CC(C)(C)N(Cc1ccccc1)C(=O)CSc1ncn[nH]1` as listed: 1 | 3 | 96 | 7 | -3 | -1 | 2 | -2 | 1.1 | 2
